GSK3A inh: human GSK-3 alpha kinase inhibition; P49840; ADP-Glo luminescence, 60 min; inhibition, % at 10 µM; 320,000 tested, 0.1% active;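 in the data active = inhibition above about 50%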;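 also: GST-tagged GSK-3 alpha with peptide substrate and 25 µM ATP; 0% = DMSO neutral wells and 100% = GW8510 positive control wells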
Target sequence (P49840 whole entry, looked up): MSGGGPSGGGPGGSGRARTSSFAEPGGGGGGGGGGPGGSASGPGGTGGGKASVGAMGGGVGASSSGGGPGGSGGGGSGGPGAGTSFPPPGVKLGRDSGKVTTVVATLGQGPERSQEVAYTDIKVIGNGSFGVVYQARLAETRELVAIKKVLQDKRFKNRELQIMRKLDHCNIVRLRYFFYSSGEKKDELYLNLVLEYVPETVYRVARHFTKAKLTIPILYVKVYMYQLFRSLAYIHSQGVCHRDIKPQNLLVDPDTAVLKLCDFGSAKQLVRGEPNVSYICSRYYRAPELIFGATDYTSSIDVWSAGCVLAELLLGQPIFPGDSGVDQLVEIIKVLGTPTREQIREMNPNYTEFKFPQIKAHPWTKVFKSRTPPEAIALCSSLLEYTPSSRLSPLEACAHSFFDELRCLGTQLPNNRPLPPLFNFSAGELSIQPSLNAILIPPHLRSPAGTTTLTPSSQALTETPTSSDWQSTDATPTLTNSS
AI-2 QS mod: modulators of Vibrio harveyi AI-2 quorum sensing system; Vibrio harveyi JMH597 AI-2 luminescence/OD600 ratio, 9 h; active compounds read low; strain lacks LuxN and CqsS sensors; 0 = neutral-control median; activity change, % at 7.5 µM; 300,000 tested, 0.4% active; AID 2094; in the data active = activity change below about -75%, passing the limit was not always enough; inconclusive = no clear call, values can overlap the other calls;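 also: luminescence divided by OD600 gain over 9 h not by final OD600 alone; inactives centre near 13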
HSF1 inhib: HSF1 inhibition. NIH3T3-HGL HSE-luciferase, MG132-induced, luminescence 8 h; active compounds read low. activity change, negative = inhibition, % at 7.5 µM (by protocol). 300,000 tested, 0.77% active. AID 2098;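 active = more than half of replicate wells show activity change below -50%, luminescence cut by over half; inconclusive = some wells, but at most half, below -50%; inactive = no replicate well below -50%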;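 also: luciferase reports HSF-1 transcriptional activity via heat shock element; 0% = median of DMSO wells and -100% = zero luminescence signal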
aSyn 5UTR inh: 5' untranslated region of α-synuclein, MLPCN primary screen | alpha-synuclein 5'UTR reporter, inhibitor activity | inhibition, % (tested at 7.5 µM) | 300,000 tested, 0.82% active | AID 1813; in the data active = inhibition above about 60%; inconclusive = no clear call, values can overlap the other calls;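 also: H4 neuroglioblastoma cells stably carrying SNCA 5'UTR luciferase fusion; 0% = DMSO wells and 100% = positive control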
KLF5 inhibitor: suppresses KLF5 promoter-driven expression; AID 1700; DLD-1 KLF5 promoter-luciferase reporter, luminescence; inhibition, % at 5 µM; 290,000 tested, 0.23% active;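 active = inhibition above a per-plate limit of that plate's mean compound inhibition plus 3 SD, cut at about 60% in these data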;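 also: 0% = DMSO wells and 100% = LY294002 at 200 µM; higher means less KLF5 promoter-driven luciferase light; inactives centre near -14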
HSF-1 act: increases HSF-1 driven luciferase reporter signal. NIH3T3-HGL HSF-1 luciferase reporter, MG132, 8 h; 100% = twice DMSO control signal. activation, % at 9 µM. 300,000 tested, 1.7% active. AID 504408;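 active = mean replicate activation of at least 50% with a set share of replicates each reaching 50%; inconclusive = only one of those two conditions met; inactive = mean below 50% and too few replicates reaching it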;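 also: 0% = median of the neutral control wells and 100% = twice that signal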
IEC-6 tox: kills IEC-6 intestinal cells in KLF5 counter-screen; IEC-6 cytotoxicity, luminescence viability; inhibition, % at 5 µM; 290,000 tested, 0.78% active; AID 1825; in the data active = inhibition above about 22%;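 also: 0% = plate median of test compound wells and 100% = cytotoxic reference compound wells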
HSP90 inh: HSP90 refolding inhibition in rabbit reticulocyte lysate; luciferase refolding luminescence, 3 h; inhibition, % at 5.6 µM; 290,000 tested, 0.91% active; AID 1789;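 active = inhibition above the screen-wide mean plus 3 SD, computed separately per campaign, cut at about 16% in these data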;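 also: 0% = DMSO wells and 100% = 60 µM geldanamycin wells; inhibitors lower the luminescence because luciferase stays unfolded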
HIF act: HIF pathway transcriptional activation; U2OS HRE-luciferase reporter, luminescence; normalized: DMSO 0%, desferrioxamine 100%; activation, % at 7.5 µM (by protocol); 300,000 tested, 0.32% active;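 active = mean activation of at least 10% of the iron chelator positive control signal, with at least half of replicates also reaching 10%; inconclusive = mean and replicate majority disagree about reaching 10%; inactive = mean and most replicates under 10%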
GSK3B inh: human GSK3beta kinase inhibition. P49841. GST-GSK3beta kinase, ADP-Glo luminescence, 60 min; active compounds read low. activity score (negative = inhibition), % at 10 µM. 300,000 tested, 0.038% active. AID 2097;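 active = more than half of replicate wells score below -50%, meaning over 50% inhibition versus plate controls; inconclusive = some replicates but at most half score below -50%; inactive = no replicate scores below -50%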;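 also: 0% = median DMSO wells and -100% = median GW8510 positive control wells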
Target sequence (P49841 whole entry, looked up): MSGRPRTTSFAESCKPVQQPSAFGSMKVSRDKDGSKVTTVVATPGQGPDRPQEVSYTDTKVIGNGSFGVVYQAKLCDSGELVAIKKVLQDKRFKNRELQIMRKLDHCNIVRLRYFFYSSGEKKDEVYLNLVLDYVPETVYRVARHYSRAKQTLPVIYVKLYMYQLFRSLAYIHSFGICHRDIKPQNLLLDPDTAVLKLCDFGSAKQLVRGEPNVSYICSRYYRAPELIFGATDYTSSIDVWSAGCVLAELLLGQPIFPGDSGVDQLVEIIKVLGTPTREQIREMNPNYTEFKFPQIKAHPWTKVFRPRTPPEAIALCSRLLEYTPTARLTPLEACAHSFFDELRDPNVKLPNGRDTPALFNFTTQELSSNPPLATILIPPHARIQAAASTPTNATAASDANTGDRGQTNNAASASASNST
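Test system: GST-fused GSK3beta enzyme, cell-free | Quantity: 1.6 ng GST-GSK3beta enzyme per well | Reagent: 25 µM ATP with peptide substrate | Schedule: 60 min enzyme reaction, room temperature | Signal: Luminescent ADP-Glo measurement of ADP formed | Read-out basis: Score relative to plate controls | Control set: DMSO and 20 µM GW8510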
An asterisk follows results filed as active; ? = inconclusive; nt = not tested or not shown. Rows were taken by chance (roughly 4.7% active in at least one column).

SMILES | GSK3A inh | AI-2 QS mod | HSF1 inhib | aSyn 5UTR inh | KLF5 inhibitor | HSF-1 act | IEC-6 tox | HSP90 inh | HIF act | GSK3B inh
Cc1nnc(Sc2nc3ccccc3o2)c2ccccc12 | 0 | 11 | -1 | 3 | -22 | -13 | 9 | 3 | -0.7 | -1
Cc1ccc([N+](=O)[O-])cc1NC(=O)CN1CCC(C)CC1 | -1 | 10 | -9 | 5 | -27 | 5 | -1 | -3 | -0.1 | -1
Cc1ccc2nc(CSc3nnc(Cc4cccs4)n3C3CCCCC3)cc(=O)n2c1 | 4 | 19 | -4 | 6 | -8 | 6 | -1 | 2 | -0.9 | -1
Cc1cc(C(=O)CCC(=O)NCc2ccccc2F)c(C)s1 | -3 | 34 | -3 | -18 | nt | 0 | nt | nt | -1.3 | -1
Cn1cccc1/C=N/N1CCN(c2ccccc2)CC1 | -7 | 20 | -17 | 4 | 20 | -18 | -4 | 21* | 0.1 | -5
O=c1c2ccccc2nnn1CSc1nc2ccccc2c(=O)n1CCCO | 0 | 25 | 11 | 3 | 22 | 15 | -2 | 5 | -0.5 | 0
COc1ccc(S(=O)(=O)Nc2cc(C)ccc2OC)cc1C | -5 | 1 | -1 | 0 | -1 | -5 | 4 | 0 | 0.1 | 0
CN(C)c1ccc(CNn2cnnc2)cc1 | -2 | 20 | -5 | 5 | -26 | 2 | 0 | 1 | -0.2 | 0
CC1CCCN(C(=O)Cn2nnc(-c3ccc(S(C)(=O)=O)cc3)n2)C1 (centres undefined) | 5 | -24 | -5 | -5 | 3 | -2 | -12 | -5 | -1.3 | 0
CCN(CC)c1ccc(/C=C2\CCC(/C=N/NC(=O)c3ccc(=O)n(C)c3)=C2N2CCOCC2)cc1 | 3 | 20 | 1 | 2 | -36 | 2 | -1 | -4 | -0.1 | 1
COc1ccc(COC(=O)Nc2cc3c(C(F)(F)F)nn(C)c3s2)cc1 | 2 | -77* | 5 | -8 | -23 | 29 | -8 | -1 | 0.2 | -4
COCCNC(=O)c1nn(-c2cc(OC)cc(OC)c2)c(=O)c2ccccc12 | 0 | -2 | 0 | -15 | -7 | 0 | 0 | 3 | 0.0 | 2
COC(=O)c1ccc(CSc2ncn[nH]2)o1 | 3 | 43 | -7 | -2 | -26 | -8 | -4 | -2 | -0.3 | -1
CCn1c(SCC(=O)Nc2ccccc2OC)nc2ccccc2c1=O | 0 | 14 | nt | 34 | 2 | nt | -2 | -2 | -0.3 | -4
CCOc1ccc(S(=O)(=O)N(CC(=O)NCc2cccnc2)c2ccc(C)cc2)cc1 | -1 | 29 | 3 | 11 | -9 | 7 | 0 | -3 | -0.2 | 2
CCN1CCN(C(=O)c2ccccc2Nc2ccc(SC(F)F)cc2)CC1 | -1 | 14 | -4 | -37 | -21 | 7 | 1 | -1 | -0.3 | 0
O=C(/C=C\c1ccccc1OC(=O)c1ccccc1F)c1cc2ccccc2o1 | -1 | 19 | 124 | -132 | -8 | 166* | -3 | -2 | 4.1 | -4
Cc1oc(C(=O)O)cc1COc1ccc2c3c(c(=O)oc2c1)CCC3 | 1 | 5 | 2 | -2 | 14 | 22 | -5 | 19* | 0.2 | 3
Cc1sc(-c2ccccn2)nc1OC(=O)c1cccc(Cl)c1Cl | nt | 3 | -1 | 3 | -22 | -1 | 0 | 3 | 0.7 | 0
Cc1ccc(N(C(=O)c2ccc(CN3CCOCC3)o2)C(C(=O)NCCC(C)C)c2cccs2)c(C)c1 (centres undefined) | -1 | 17 | 3 | 14 | -6 | 13 | 4 | 1 | -0.4 | 1

AI-2 QS mod: hit marks shown above.
canonical_smiles	GSK3A inh	AI-2 QS mod	HSF1 inhib	aSyn 5UTR inh	KLF5 inhibitor	HSF-1 act	HSP90 inh	GSK3B inh
COc1ccc(COC(=O)Nc2cc3c(C(F)(F)F)nn(C)c3s2)cc1	2	-77*	5	-8	-23	29	-1	-4

Later entries:
SMILES | GSK3A inh | AI-2 QS mod | HSF1 inhib | aSyn 5UTR inh | KLF5 inhibitor | HSF-1 act | IEC-6 tox | HSP90 inh | HIF act | GSK3B inh
COc1ccc(Oc2coc3cc(OCC(=O)N4CCCCC4)ccc3c2=O)cc1 | -2 | 9 | 0 | 0 | -28 | 16 | -4 | 0 | -0.1 | 1
CC(N)(C(=O)O)c1cccc(OCc2cccc(Cl)c2)c1 (centres undefined) | -2 | 18 | 19 | -12 | -2 | 34 | 0 | -1 | 1.1 | -1
COc1cc(NC(=S)NCCCN2CCOCC2)cc(OC)c1 | 0 | 15 | 10 | -2 | -44 | ? | 1 | 2 | 0.1 | 0
COc1ccccc1-c1cc(C(F)(F)F)n2ncc(S(=O)(=O)c3ccccc3)c2n1 | 0 | 11 | 5 | -11 | -1 | 10 | -2 | 2 | -0.4 | 1
O=c1[nH]c(NNC(=S)NCc2ccccc2)nc2c1C1(CCCCC1)Cc1ccccc1-2 | 0 | 12 | -4 | 8 | 12 | 27 | 0 | 2 | 0.2 | -1
Cc1ccc(OCc2nc(C#N)c(NCc3ccc4c(c3)OCO4)o2)cc1 | -8 | -4 | 8 | 0 | -30 | 23 | 5 | -1 | -30 | 3
CCOc1ccc(/C(O)=C2/C(=O)C(=O)N(CCN(CC)CC)C2c2ccco2)cc1 (centres undefined) | -2 | 25 | -1 | -7 | 6 | 7 | -11 | 4 | 0.4 | 1
COc1ccc(N2CCN(c3ccc(C(=O)O)cc3[N+](=O)[O-])CC2)cc1 | -2 | 9 | -14 | -2 | -31 | 6 | -1 | 13 | -0.2 | -2
COc1ccccc1NS(=O)(=O)c1cccc(NC(=O)NC2CCCCC2)c1 | -3 | -3 | 1 | 11 | 2 | -22 | 4 | 1 | -0.5 | -1
NNC(=O)c1ccc(N2CCCCCC2)c([N+](=O)[O-])c1 | 5 | 0 | 2 | -1 | -2 | -12 | 4 | 2 | 0.2 | 3
O=C1CC(N2CCN(C3CCc4ccccc4C3)CC2)C(=O)N1c1ccccc1 (centres undefined) | -3 | 20 | -6 | 5 | -9 | 1 | -1 | 3 | 0.1 | -3
CCN(CC)c1ccc(N2C(=O)C3CCCCC3C2=O)cc1[N+](=O)[O-] (centres undefined) | 0 | 15 | 3 | 15 | -15 | 7 | 3 | 2 | -0.1 | 5
CCOC(=O)CCSc1nc(C)c2cc(C)c(C)cc2n1 | 3 | 14 | 5 | -50 | -30 | 4 | 2 | 1 | 0.9 | 1
CCCCCOCC1CC(C/C(C)=N/NC(N)=S)C(=O)O1 (centres undefined) | 0 | -20 | 1 | 7 | -36 | 21 | 0 | 1 | -0.8 | 6
O=C(CCn1cnc2ccccc21)N/N=C/C=C/c1ccccc1 | 0 | 11 | -5 | -12 | -6 | 17 | 3 | 3 | -0.4 | 1
N#CCSc1nc(-c2ccccc2)c2cc(Cl)ccc2n1 | 5 | 20 | -14 | 28 | -2 | -2 | -4 | 1 | 0.1 | 2
COc1ccc(-c2nc(C#N)c(NC(C)c3ccccc3)o2)cc1OC (centres undefined) | -2 | 13 | -2 | 23 | -34 | 3 | -3 | -4 | 0.5 | 3
CC(C)(CC(=O)O)CC(=O)NCc1c(Cl)cccc1Oc1ccccc1 | -1 | 23 | 9 | 3 | 4 | 12 | 2 | -2 | -0.4 | 0
Cc1c(NC(=O)c2ccc(NS(=O)(=O)c3ccccc3)cc2)c(=O)n(-c2ccccc2)n1C | -3 | 25 | 0 | 10 | -44 | -7 | 0 | -1 | 0.0 | 3
O=C(CCCc1ccccc1)Nc1ccc(S(=O)(=O)N2CCOCC2)cc1 | -2 | -1 | -2 | 1 | -27 | -1 | 6 | -1 | 0.1 | 4

Part of the list above, limited to GSK3A inh.
compound	GSK3A inh
CC(N)(C(=O)O)c1cccc(OCc2cccc(Cl)c2)c1 (centres undefined)	-2
COc1cc(NC(=S)NCCCN2CCOCC2)cc(OC)c1	0

The list goes on:
SMILES | GSK3A inh | AI-2 QS mod | HSF1 inhib | aSyn 5UTR inh | KLF5 inhibitor | HSF-1 act | IEC-6 tox | HSP90 inh | HIF act | GSK3B inh
Cc1ccc(C)c(C(=O)n2cnnc2N)c1 | 6 | nt | nt | nt | -24 | nt | 1 | -2 | nt | nt
COc1ccc(C(=O)c2ccccc2Cl)cc1 | -3 | 18 | -2 | -10 | -17 | -3 | 5 | 6 | 0.0 | -1
O=C1CCC(=O)N1c1ccc(NCc2ccccc2Cl)c([N+](=O)[O-])c1 | 3 | 18 | -4 | 10 | -1 | 0 | 1 | -1 | -0.1 | -2
Cc1c(NC(=O)/C(=C/c2cccs2)c2cccs2)c(=O)n(-c2ccccc2)n1C | -1 | 21 | -6 | 31 | -7 | -6 | -5 | -6 | -1.0 | 1
COc1ccc(CC(=O)O/N=C(\N)c2ccccn2)cc1 | -3 | ? | 5 | -76 | -120 | 34 | 1 | -2 | 0.3 | -1
CN1CCN(c2nc(-c3ccccc3Cl)nc3ccccc23)CC1 | 4 | 8 | -4 | 4 | -12 | -12 | 10 | 2 | 1.6 | -2
CNC(=O)c1csc(-c2ccc(Cl)cc2)n1 | 1 | 7 | nt | -56 | -25 | nt | -2 | -5 | 0.9 | -4
COCCn1c(=NC(=O)c2cc(-c3cccs3)nc3ccccc23)sc2cc(S(N)(=O)=O)ccc21 | -2 | 26 | 4 | 17 | 0 | 27 | 2 | 0 | 0.3 | 1
O=C(CSc1nnc(COc2ccccc2)o1)NC1CC2CCC1C2 (centres undefined) | -1 | 14 | -1 | 6 | 2 | -2 | 0 | 0 | -0.1 | 1
Cc1oc(-c2ccccc2)nc1CS(=O)CC(=O)NC1CCCCCC1 (centres undefined) | -3 | 28 | 6 | 14 | -22 | 25 | 4 | 1 | 0.7 | nt
Cc1cc(C)cc(NC(=O)c2cc(S(=O)(=O)N3CCCC3)cn2C)c1 | -1 | 51 | -1 | 32 | -6 | 4 | 0 | 5 | -0.3 | -2
CCOC(=O)CSc1nnnn1-c1cc(OC)c(Cl)cc1OC | 0 | 25 | 3 | 2 | -25 | -2 | -3 | -1 | 1.7 | 2
COc1ccc(NC(=O)N2CCN(S(=O)(=O)c3ccc(F)cc3)CC2)c(OC)c1 | 2 | 42 | -4 | -16 | -8 | -3 | -7 | 2 | -0.7 | -1
CCN(CC(=O)Nc1ccc(OC)cc1)C(=O)c1cc([N+](=O)[O-])ccc1N1CCOCC1 | 0 | 15 | 1 | 6 | nt | -6 | nt | nt | -0.1 | 2
CCC1=NN(C(=O)COc2ccccc2C)C(O)(c2ccncc2)C1 (centres undefined) | -6 | 19 | -4 | -14 | -44 | 3 | 0 | 0 | 0.1 | -1
O=C1OC2(CCCCC2)OC(=O)C1=CNc1nc2ccccc2s1 | -2 | 12 | -2 | -8 | -34 | 3 | 5 | -1 | 0.7 | -1
